IL1B NFkB pot = enhances IL-1B driven NFkB nuclear translocation; HUVEC IL-1B NFkB p65 nuclear translocation imaging; activation, % at 2 µM; 94,000 tested, 0.3% active; AID 819;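 active = activation above 40%, about the mean plus 3 SD, also judged a hit on visual image review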;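 also: percent activation is computed from the nuclear over cytoplasmic p65 intensity ratio; values of inactives mirror those of a sister screen read the other way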
PLAP inhibitors HTS = inhibition of human placental alkaline phosphatase – biochemical, luminescence, HTS (AID 690) | purified PLAP, luminescent substrate; higher % means a stronger effect | inhibition, % at 20 µM, or IC50 in µM where a hit was titrated | 96,000 tested, 0.08% active; in the data active = a potency from the dose series; inactive = the rest, 99 in 100 with inhibition below about 30%; also: strong numbers were not always called active
IL1B NFkB inh = blocks IL-1B driven NFkB nuclear translocation in HUVEC cells; HUVEC IL-1B NFkB p65 nuclear translocation imaging; inhibition, % at 2 µM; 94,000 tested, 0.43% active;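 active = inhibition above about 30% together with a positive call from visual inspection of the well image, limit read from the data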;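 also: nuclear over cytoplasmic p65 intensity ratio measured by imaging; 0% = IL-1B stimulated DMSO wells and 100% = unstimulated DMSO wells; values of inactives mirror those of a sister screen read the other way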
Bcl-B displacement = displacers of TR3 peptide from Bcl-B, primary screen, selectivity assay for Bfl-1 inhibitor project, biochemical, fluorescence polarization; FP displacement of FITC-TR3 peptide from Bcl-B; higher % means a stronger effect; displacement, % at 20 µM; hits with a dose series show IC50 in µM; 96,000 tested, 0.11% active;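 active = displacement above 50% at 20 µM plus a fluorescence interference ratio under 1.5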;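 also: plate controls were wells without compound for no effect and wells lacking Bcl-B protein for full effect; a part of the inactive calls stands beside numbers as strong as those of hits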
MRP resist rev = MRP-mediated drug resistance reversal; H69AR cells + 2 uM doxorubicin, CellTiter-Glo, 72 h; 85,000 tested, 0.04% active; AID 602; differential viability (reversal), % at 10 µM;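 active = viability drop by adding the cancer drug above about 55%, with treated viability meeting a 40% cutoff, limit read from the data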;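 also: viability without doxorubicin minus viability with 2 µM doxorubicin for each compound; larger differential means the compound sensitizes cells more to doxorubicin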
MRP resist rev cytotoxicity = also measured in MRP resist rev; calls as there; viability, %; H69AR cells, CellTiter-Glo, 72 h; measured here: cytotoxicity without doxorubicin
MRP resist rev with doxorubicin = recorded beside MRP resist rev, whose call it bears; viability, %; measured here: viability with 2 uM doxorubicin; active compounds read low
IL1B NFkB inh cell count 2 µM = second read-out of IL1B NFkB inh, no call of its own (marks repeat the call); cell count; measured here: cells passing quality filter;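 raw number of nuclei counted in each imaged well without normalization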
IL1B NFkB pot cell count 2 µM = second read-out of IL1B NFkB pot, no call of its own (marks repeat the call); cell count; measured here: cells passing quality filter
* = called active by the depositor; . = no result given.

SMILES	IL1B NFkB pot	IL1B NFkB pot cell count 2 µM	PLAP inhibitors HTS	IL1B NFkB inh	IL1B NFkB inh cell count 2 µM	Bcl-B displacement	MRP resist rev	MRP resist rev cytotoxicity	MRP resist rev with doxorubicin
CN(C)CCCCNCCCNC(=O)/C=N\O	.	.	0%	.	.	10%	3	96	92
CCOC(=O)N1CCN(C(=O)c2ccc(N3CCCC3=O)cc2)CC1	28	153	5%	-28	153	2%	-7	81	88
COc1cc(C2NC(=O)C(C#N)=C(S)N2c2ccccc2)ccc1OC(C)C (configuration not stated)	9	71	.	-9	71	.	-6	96	101
OC1(c2cccc(C(F)(F)F)c2)CCN(c2ncnc3c2[nH]c2ccccc23)CC1	15	142	.	-15	142	-1%	1	19	19
O=C(CCCOc1ccccc1)N1CCc2ccccc2C1	-4	123	-6%	4	123	-12%	4	102	99
CCOC(=O)N1CCC(n2c(SCC(=O)c3ccccc3)nc3ccsc3c2=O)CC1	9	195	4%	-9	195	72%	.	.	.
O=C(COC(=O)c1cc[n+]([O-])cc1)NCC12CC3CC(CC(C3)C1)C2	-13	67	6%	13	67	-11%	3	96	93
CC(=O)OC12CC3CC(C1)C(=NO)C(C3)C2	18	138	-12%	-18	138	-16%	0	90	90
Cc1ccccc1-n1nc(-c2ccc(N)cc2)cc1N	1	83	1%	0	83	-3%	.	.	.
Cc1ccc(-c2ccc(=O)n(CC(=O)NCCN3C(C)CCCC3C)n2)cc1 (configuration not stated)	15	205	-52%	-15	205	-10%	.	.	.
c1ccc(CCNc2ncnc3c2nnn3Cc2ccccc2)cc1	-7	207	7%	7	207	0%	5	108	102
COc1cc(F)ccc1S(=O)(=O)N1CCN(C23CC4CC(CC(C4)C2)C3)CC1	-8	179	-48%	8	179	10%	2	94	92
CCc1cc2c(N3CCCCC3)ncnc2s1	-7	99	-26%	7	99	9%	-13	60	73
O=C(c1ccco1)N1CCN(Cc2cccc(F)c2)CC1	-7	125	3%	7	125	-10%	-8	99	107
CCOC(=O)CSc1nnc(-c2ccc(OC)cc2)n1CC	19	94	2%	-19	94	8%	0	98	98
C=C(C)Cn1c(SCCN2CCOCC2)nc2c1c(=O)[nH]c(=O)n2C	1	90	.	-1	90	.	-1	92	93
O=C(N/C(=C/c1ccco1)C(=O)N1CCCC1)c1cccs1	2	78	-10%	-2	78	-3%	.	.	.
O=C(/C=C/c1ccccc1)NC(=S)NNC(=O)c1cccnc1	-8	151	-71%	8	151	-5%	.	.	.
Cc1ccc(Cn2nc(C)c(NC(=O)C3(C)CC3(Br)Br)c2C)cc1 (configuration not stated)	21	159	.	-21	159	.	-1	92	94
COc1ccc(OCCC(=O)OCC(=O)NC(=O)NC(C)C)cc1	-6	188	-8%	6	188	4%	.	.	.
CC12CCC(C(=O)NC3CCCC3)(CC1=O)C2(C)C (configuration not stated)	-3	172	-41%	3	172	-8%	2	92	90
CN1C2C=C3C(C#N)=C(N)C(C#N)(C#N)C(c4ccc(Br)cc4)C3C1CC2 (configuration not stated)	-8	111	.	8	111	.	-4	105	109
Cc1ccc(S(=O)(=O)N(C)c2ccc(C(=O)NCC3CCCO3)cc2)cc1 (configuration not stated)	.	.	5%	.	.	-2%	9	87	78
CCN(Cc1ccccc1)C(=O)Cn1cc2c(n1)CCCC2	.	.	-16%	.	.	6%	-7	94	101
Cc1ccc(SCCC(=O)NCc2ccco2)cc1	13	156	8%	-13	156	0%	-4	78	82
O=C(O)CSCCCC(=O)Nc1ccc(Br)cc1	7	198	7%	-7	198	7%	4	92	88
CCn1c(=O)n(CC(=O)Nc2cc(OC)ccc2OC)c(=O)c2ccccc21	-8	113	5%	8	113	2%	2	95	92
CCOC(=O)c1c(NC=O)sc2c1CCC2	0	191	25%	0	191	0%	8	84	76
CCOC(=O)CN(Cc1ccccc1)S(=O)(=O)c1ccc(NC(C)=O)cc1	-7	119	4%	7	119	-1%	.	.	.
O=C(NCCCN1CCCCCC1)c1ccc(N2CCCC2=O)cc1	8	129	.	-8	129	.	1	98	97

Reformatted in markdown: part of the list above
| mol | IL1B NFkB pot | IL1B NFkB pot cell count 2 µM | PLAP inhibitors HTS | IL1B NFkB inh | IL1B NFkB inh cell count 2 µM | Bcl-B displacement | MRP resist rev | MRP resist rev cytotoxicity | MRP resist rev with doxorubicin |
| --- | --- | --- | --- | --- | --- | --- | --- | --- | --- |
| O=C(/C=C/c1ccccc1)NC(=S)NNC(=O)c1cccnc1 | -8 | 151 | -71% | 8 | 151 | -5% | . | . | . |
| Cc1ccc(Cn2nc(C)c(NC(=O)C3(C)CC3(Br)Br)c2C)cc1 (configuration not stated) | 21 | 159 | . | -21 | 159 | . | -1 | 92 | 94 |
| COc1ccc(OCCC(=O)OCC(=O)NC(=O)NC(C)C)cc1 | -6 | 188 | -8% | 6 | 188 | 4% | . | . | . |
| CC12CCC(C(=O)NC3CCCC3)(CC1=O)C2(C)C (configuration not stated) | -3 | 172 | -41% | 3 | 172 | -8% | 2 | 92 | 90 |
| CN1C2C=C3C(C#N)=C(N)C(C#N)(C#N)C(c4ccc(Br)cc4)C3C1CC2 (configuration not stated) | -8 | 111 | . | 8 | 111 | . | -4 | 105 | 109 |
| Cc1ccc(S(=O)(=O)N(C)c2ccc(C(=O)NCC3CCCO3)cc2)cc1 (configuration not stated) | . | . | 5% | . | . | -2% | 9 | 87 | 78 |
| CCN(Cc1ccccc1)C(=O)Cn1cc2c(n1)CCCC2 | . | . | -16% | . | . | 6% | -7 | 94 | 101 |
| Cc1ccc(SCCC(=O)NCc2ccco2)cc1 | 13 | 156 | 8% | -13 | 156 | 0% | -4 | 78 | 82 |
| O=C(O)CSCCCC(=O)Nc1ccc(Br)cc1 | 7 | 198 | 7% | -7 | 198 | 7% | 4 | 92 | 88 |
| CCn1c(=O)n(CC(=O)Nc2cc(OC)ccc2OC)c(=O)c2ccccc21 | -8 | 113 | 5% | 8 | 113 | 2% | 2 | 95 | 92 |
| CCOC(=O)c1c(NC=O)sc2c1CCC2 | 0 | 191 | 25% | 0 | 191 | 0% | 8 | 84 | 76 |
| CCOC(=O)CN(Cc1ccccc1)S(=O)(=O)c1ccc(NC(C)=O)cc1 | -7 | 119 | 4% | 7 | 119 | -1% | . | . | . |
| O=C(NCCCN1CCCCCC1)c1ccc(N2CCCC2=O)cc1 | 8 | 129 | . | -8 | 129 | . | 1 | 98 | 97 |

(next part)
SMILES	IL1B NFkB pot	IL1B NFkB pot cell count 2 µM	PLAP inhibitors HTS	IL1B NFkB inh	IL1B NFkB inh cell count 2 µM	Bcl-B displacement	MRP resist rev	MRP resist rev cytotoxicity	MRP resist rev with doxorubicin
COc1ccc(NC(C)=O)cc1NC(=O)CN1CCN(CC(=O)Nc2ccccc2Cl)CC1	6	107	-30%	-6	107	-1%	22	62	40
COc1ccc(N2CCN(C(=O)c3ccc(NS(=O)(=O)c4ccc(F)c(F)c4)cc3)CC2)cc1	-4	124	-75%	4	124	3%	15	92	77
CC1CCc2sc(C(=O)Nc3nnc(SCc4ccc(F)cc4)s3)cc2C1 (configuration not stated)	23	174	-10%	-23	174	-48%	-9	77	85
CC(C)CN(CCCNC(=O)CC1Oc2ccccc2NC1=O)CC(C)C (configuration not stated)	3	133	-34%	-3	133	-2%	-13	87	100
O=C(CSc1nc2ccccc2c(=O)[nH]1)c1ccccc1	12	136	.	-12	136	.	8	90	83
O=C(NC12CC3CC(CC(C3)C1)C2)N1CC2Cc3cccc(=O)n3C(C2)C1 (configuration not stated)	-1	179	-5%	1	179	1%	4	101	97
CC(C)NC(=O)c1c(O)c2ccccc2[nH]c1=O	.	.	-3%	.	.	-8%	-5	79	84
Cc1nc2ccc(NC(=O)Cn3cnc4c3c(=O)n(C)c(=O)n4C)cc2s1	.	.	-23%	.	.	-11%	-7	95	102
CSC(=NS(=O)(=O)c1ccc(C)cc1)SC	31	126	15%	-31	126	-17%	-5	88	92
O=C(CCC1CCCCC1)Nc1cccnc1	21	50	15%	-21	50	-3%	7	101	94
O=S(=O)(NC1CCCCCC1)c1cccc2cccnc12	4	137	8%	-4	137	-19%	2	86	85
CC(=O)c1cc2cc(O)ccc2o1	4	77	-3%	-4	77	-13%	-2	89	91
Nc1nc(-c2ccccc2)nn1C(=O)Cc1ccccc1	23	131	0%	-23	131	-5%	5	95	90
COC(=O)C(NC(=O)c1ccc(F)cc1)(Nc1ncc(S(=O)(=O)c2ccc([N+](=O)[O-])cc2)s1)C(F)(F)F (configuration not stated)	-4	139	-26%	4	139	-2%	.	.	.
O=C(O)c1cccc(N2CCCC2)c1	13	154	-15%	-13	154	-2%	5	92	87
Cc1c(C(=O)NC2CCCCC2)oc2c1C(=O)CC(C)(C)C2	0	135	5%	0	135	-6%	15	86	71
CC1(C)OC(C(N)=O)C(C(N)=O)O1 (configuration not stated)	19	194	-8%	-19	194	1%	-6	92	99
COc1cccc(C(=O)NCc2ccccc2OC)c1	.	.	-1%	.	.	2%	-1	92	93
CC(C)=CC(=O)Nc1nnc(-c2ccccc2)s1	5	125	-21%	-5	125	4%	.	.	.
Cc1ccc(C(=O)Nc2ccon2)cc1S(=O)(=O)N1CCOCC1	-5	116	-14%	5	116	-7%	4	102	98
O=C(Cc1ccccc1)N1CCc2ccccc21	30	47	32%	-30	47	-6%	17	100	84
CCOc1ccc(C2CC(c3cccc(OC)c3)Nc3nc(N)nn32)cc1 (configuration not stated)	13	87	-35%	-12	87	-4%	6	108	102
O=c1cc(C(F)(F)F)c2sc(N3CCCCC3)nc2[nH]1	-23	79	10%	23	79	8%	6	83	77
Cc1ccc(OCCCNCCO)c(Br)c1	8	191	-35%	-8	191	-4%	0	87	86
O=C(Nc1cccnc1)Nc1ccc(Br)cc1Cl	-7	103	4%	7	103	3%	30	91	62
CC1C(c2ccccc2)=[N+]([O-])C2(CCCC2)N1O (configuration not stated)	-10	104	1%	10	104	16%	-7	93	100
CC1CCCCN1Cc1nc2c(c(=O)n(C)c(=O)n2C)n1CCCc1ccccc1 (configuration not stated)	1	135	.	-1	135	.	20	93	73
CCNc1ccc(Br)cc(C(=O)/C=C/c2ccc(Cl)cc2Cl)c1=O	12	181	.	-12	181	.	0	0	1
O=C(c1cnn2c(C(F)(F)F)cc(-c3ccccc3)nc12)N1CCCc2ccccc21	-22	181	14%	22	181	-8%	-34	36	70
CC(C)C(NC(=O)c1cccs1)c1nnc(SCC(=O)Nc2nccs2)n1C (configuration not stated)	8	103	14%	-8	103	-5%	14	96	82
O=C(Nc1ccc(Cc2ccncc2)cc1)c1ccc(Br)o1	5	122	10%	-5	122	0%	2	109	108
CCN1CCN(C(=O)C(C)N(c2ccc(C)cc2)S(C)(=O)=O)CC1 (configuration not stated)	12	120	-23%	-12	120	-9%	-14	96	110
CCCn1c(SCC(=O)Nc2nc(C)cs2)nnc1-c1cccnc1	16	138	-12%	-16	138	-7%	-15	70	86
O=c1cc(CSc2nnnn2-c2ccccc2)nc2nc[nH]n12	16	152	17%	-16	152	2%	9	101	92
CN1C(=O)NC2(O)C(=O)c3ccccc3C12O (configuration not stated)	-12	100	.	12	100	.	13	87	75
CCOc1ccc2[nH]c(=O)c(CN(Cc3ccco3)Cc3nnnn3Cc3ccccc3)cc2c1	-3	139	-31%	2	139	-5%	17	38	21
O=C(NCc1cn2ccsc2n1)c1cccc(C(F)(F)F)c1	-4	205	23%	4	205	3%	9	98	89
CCS(=O)(=O)Nc1c(C)n(C)n(-c2ccccc2)c1=O	24	197	4%	-24	197	9%	1	92	91
CCOC(=O)CSc1nnc(CSc2nc3ccccc3c(=O)[nH]2)n1-c1ccccc1	-2	116	-10%	2	116	-2%	-8	91	99
Cc1cc(C)cc(NC(=O)CCc2nc3ccccc3[nH]2)c1	8	129	0%	-8	129	-8%	.	.	.
O=C(Nc1ccccc1N1CCN(c2ccc(F)cc2)CC1)c1ccccc1	16	121	-7%	-16	121	-11%	15	99	84

Some of the compounds tested. The share of hits here may be higher or lower than overall.
